TcdB GH inh = inhibitors of Clostridioides difficile toxin B glycohydrolase. P18177. inhibition, % at 9.99 µM. AID 652162. TcdB glycohydrolase enzymatic assay, plate reader. 350,000 tested, 0.24% active; in the data active = inhibition above about 10%
FadD28 FP inh = M. tuberculosis FadD28 bisubstrate binding inhibition. inhibition, % at 12.5 µM. FadD28 bisubstrate probe binding, fluorescence polarization. 360,000 tested, 0.22% active. AID 588549; in the data active = inhibition above about 8.5%, passing the limit was not always enough; inconclusive = no clear call, values can overlap the other calls
BH1578 lux ind = quorum light induction in luxS cqsA deficient V. cholerae; V. cholerae BH1578 lux reporter, luminescence, 6 h; activation, % at 18.7 µM; 350,000 tested, 0.16% active; in the data active = activation mostly above about 9.7%, no sharp cut-off; inconclusive = no clear call, values can overlap the other calls; inactive = mostly below about 3.7%; also: not every result past the cut was called active; inactives centre near 0; reference of the scale not given here
GDH-TPI counter = counter-screen for M. tuberculosis FBA inhibitors: GDH-TPI coupled enzymes; GDH-TPI coupled enzyme counterscreen, NADH absorbance; 360,000 tested, 1.2% active; inhibition, % at 4.8 µM; AID 588335; in the data active = inhibition above about 30%;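 also: 0% = DMSO wells and 100% = wells lacking the enzyme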
Yp Topo-I inh = Y. pestis Topo-I inhibition via cleavage products; Y. pestis Topo-I cleavage product accumulation, plate reader; 360,000 tested, 0.064% active; activity, % at 10 µM; in the data active = activity above about 50%, passing the limit was not always enough; inconclusive = no clear call, values can overlap the other calls; also: inactives centre near 2
Mtb UGM inh = Mtb UDP-galactopyranose mutase inhibition. P9WIQ1. inhibition, % at 10 µM. 320,000 tested, 0.06% active. AID 504406. purified UGM, fluorescence polarization probe displacement; in the data active = inhibition above about 10%, passing the limit was not always enough; inconclusive = no clear call, values can overlap the other calls
Target sequence (P9WIQ1 whole entry, looked up): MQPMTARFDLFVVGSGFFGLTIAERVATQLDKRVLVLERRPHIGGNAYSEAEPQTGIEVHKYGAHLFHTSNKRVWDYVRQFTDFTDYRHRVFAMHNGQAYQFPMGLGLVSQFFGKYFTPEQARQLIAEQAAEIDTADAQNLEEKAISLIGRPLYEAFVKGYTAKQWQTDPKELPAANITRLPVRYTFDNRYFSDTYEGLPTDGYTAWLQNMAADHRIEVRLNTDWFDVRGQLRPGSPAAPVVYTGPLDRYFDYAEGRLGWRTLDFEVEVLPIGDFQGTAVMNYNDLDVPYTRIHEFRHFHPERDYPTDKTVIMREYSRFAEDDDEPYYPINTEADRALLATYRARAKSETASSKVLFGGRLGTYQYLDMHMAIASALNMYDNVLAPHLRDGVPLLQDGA
Mtb FBA inh = inhibits M. tuberculosis FBA enzyme | P9WQA3 | purified M. tuberculosis FBA, fluorescence read-out | inhibition, % at 1 µM | 360,000 tested, 2.3% active; in the data active = inhibition above about 27%;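 also: 0% = vehicle and 100% = reference inhibitor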
Target sequence (P9WQA3 whole entry, looked up): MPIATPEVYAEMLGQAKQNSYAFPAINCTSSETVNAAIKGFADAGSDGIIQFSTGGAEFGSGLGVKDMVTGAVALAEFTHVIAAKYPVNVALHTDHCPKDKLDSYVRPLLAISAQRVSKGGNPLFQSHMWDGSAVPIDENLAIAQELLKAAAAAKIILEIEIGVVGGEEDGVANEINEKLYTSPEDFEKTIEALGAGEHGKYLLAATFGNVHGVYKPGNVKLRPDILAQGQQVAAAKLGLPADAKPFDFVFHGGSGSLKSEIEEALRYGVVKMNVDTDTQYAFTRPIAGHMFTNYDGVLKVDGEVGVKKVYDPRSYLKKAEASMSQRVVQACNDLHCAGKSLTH
Mtb BioA inh = blocks M. tuberculosis BioA enzyme activity; purified M. tuberculosis BioA enzyme, plate reader; inhibition, % at 9.99 µM; 360,000 tested, 0.096% active; in the data active = inhibition above about 40%; inconclusive = no clear call, values can overlap the other calls
PfHsp40 rescue = restores yeast growth despite PfHsp40 toxicity; growth rescue, % at 12.5 µM; 340,000 tested, 0.68% active; AID 504582; S. cerevisiae expressing PfHsp40, growth rescue, ATP luminescence; in the data active = growth rescue above about 28%, passing the limit was not always enough; inconclusive = no clear call, values can overlap the other calls;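 also: yeast W303a lacking pdr1 and pdr3 grown in galactose medium; growth measured after three days at 30 °C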
* marks the source's active call; other numbers are inactive results; i = inactive; ? = inconclusive; / = not tested or not shown; & = joins results of further samples.

The first 12 compounds (preview)
structure,TcdB GH inh,FadD28 FP inh,BH1578 lux ind,GDH-TPI counter,Yp Topo-I inh,Mtb UGM inh,Mtb FBA inh,Mtb BioA inh,PfHsp40 rescue
Cc1nc(N2CCC(C)CC2)c2c(C)c(C(=O)Nc3cc(F)ccc3C)sc2n1,-1.2,-0.8,-0.4,9,29,-1.3,-4,/,-1.4
Cc1cc(C)n2nc(-c3ccsc3-n3c(C)ccc3C)cc2n1,/,-1.1,-0.3,4,11,-3.3,46*,-2.5,0.6
Cc1ccc2nc(N(CCN(C)C)C(=O)C3CCN(S(=O)(=O)c4cccs4)CC3)sc2c1,0.8,0.8,0.7,-3,-7,/,5,-4.2,/
O=C(COC(=O)COc1ccc(Cl)cc1Br)NCCC1=CCCCC1,0.9,-5.5,6.2,-5,29,-0.6,-1,-0.8,1.4
Cc1ccc(C(=O)N2CCCC(Nc3ccc(C)c(C)c3)C2)c(=O)[nH]1 (stereo unspecified),-2.8,2.2,-0.1,1,6,-1.1,1,-2.0,0.4
COc1ccc2[nH]c(=O)c(CN(C(=O)c3ccco3)C3CCCCC3)cc2c1,/,-1.9,-3.1,13,22,0.3,9,-0.5,-0.5
C=CCN1C(=O)/C(=C2/Sc3ccc(OC)cc3N2C)SC1=Nc1cccc(O)c1,-0.7,0.4,-0.2,6,-3,4.8,2,/,-0.4
O=C(NCc1ccco1)c1ccc(COc2ccc(Cl)cc2)cc1,/,-1.4,1.4,9,-8,-0.8,-1,/,-0.6
O=C(O)CSc1cn(Cc2ccccc2)c2ccccc12,-1.7,/,i,-1,4,0.2,7,-2.6,-0.8
CS(=O)(=O)Nc1cccc(C2=NN(C(=O)c3ccccc3)C(c3cccs3)C2)c1 (stereo unspecified),13*,-3.8,-0.4,-4,4,-5.5,4,4.9,-0.5
CCCCn1c(-c2ccc(Cl)c(Cl)c2)nc2cc3[nH]c(=O)c(C(C)C)nc3cc21,1.0,-4.0,-0.4,20,0,-1.8,10,-0.7,0.0
Cc1noc(C)c1NC(=O)N(C)C[C@H]1Oc2ccc(NS(=O)(=O)c3ccccc3)cc2C(=O)N([C@H](C)CO)C[C@@H]1C,0.1&0.8,0.9,i,4,6,-3.4,5,2.4,-1.2

The whole of this part, from the first entry:
structure,TcdB GH inh,FadD28 FP inh,BH1578 lux ind,GDH-TPI counter,Yp Topo-I inh,Mtb UGM inh,Mtb FBA inh,Mtb BioA inh,PfHsp40 rescue
Cc1nc(N2CCC(C)CC2)c2c(C)c(C(=O)Nc3cc(F)ccc3C)sc2n1,-1.2,-0.8,-0.4,9,29,-1.3,-4,/,-1.4
Cc1cc(C)n2nc(-c3ccsc3-n3c(C)ccc3C)cc2n1,/,-1.1,-0.3,4,11,-3.3,46*,-2.5,0.6
Cc1ccc2nc(N(CCN(C)C)C(=O)C3CCN(S(=O)(=O)c4cccs4)CC3)sc2c1,0.8,0.8,0.7,-3,-7,/,5,-4.2,/
O=C(COC(=O)COc1ccc(Cl)cc1Br)NCCC1=CCCCC1,0.9,-5.5,6.2,-5,29,-0.6,-1,-0.8,1.4
Cc1ccc(C(=O)N2CCCC(Nc3ccc(C)c(C)c3)C2)c(=O)[nH]1 (stereo unspecified),-2.8,2.2,-0.1,1,6,-1.1,1,-2.0,0.4
COc1ccc2[nH]c(=O)c(CN(C(=O)c3ccco3)C3CCCCC3)cc2c1,/,-1.9,-3.1,13,22,0.3,9,-0.5,-0.5
C=CCN1C(=O)/C(=C2/Sc3ccc(OC)cc3N2C)SC1=Nc1cccc(O)c1,-0.7,0.4,-0.2,6,-3,4.8,2,/,-0.4
O=C(NCc1ccco1)c1ccc(COc2ccc(Cl)cc2)cc1,/,-1.4,1.4,9,-8,-0.8,-1,/,-0.6
O=C(O)CSc1cn(Cc2ccccc2)c2ccccc12,-1.7,/,i,-1,4,0.2,7,-2.6,-0.8
CS(=O)(=O)Nc1cccc(C2=NN(C(=O)c3ccccc3)C(c3cccs3)C2)c1 (stereo unspecified),13*,-3.8,-0.4,-4,4,-5.5,4,4.9,-0.5
CCCCn1c(-c2ccc(Cl)c(Cl)c2)nc2cc3[nH]c(=O)c(C(C)C)nc3cc21,1.0,-4.0,-0.4,20,0,-1.8,10,-0.7,0.0
Cc1noc(C)c1NC(=O)N(C)C[C@H]1Oc2ccc(NS(=O)(=O)c3ccccc3)cc2C(=O)N([C@H](C)CO)C[C@@H]1C,0.1&0.8,0.9,i,4,6,-3.4,5,2.4,-1.2
COc1cc(C(=O)OCC(=O)N2CCOCC2)c([N+](=O)[O-])cc1OC,0.3,/,-0.2,0,2,-0.8,1,-1.4,-0.1
CCOn1c(=O)c(-c2ccc(Br)cc2)[n+]([O-])c2ccccc21,0.1,0.1,i,6,2,0.4,2,-0.3,0.4
COc1ccc(NC(=S)Nc2cccc([N+](=O)[O-])c2)cc1,/,0.1,i,-3,3,-3.3,2,-6.6,1.7
Cc1cnc(-c2nnc(N(C)C(=O)C3CCOC3)s2)cn1 (stereo unspecified),/,-1.9,-0.2,8,-11,-0.9,13,0.1,-1.0
O=C(Oc1ccc2c(c1)CCC2)N1CCOCC1,/,-2.8,i,6,3,1.6,0,-2.6,-1.6
CS(=O)(=O)N(CCc1ccccc1)CC(=O)N1CCN(c2ccccc2)CC1,/,0.2,-0.4,3,17,2.4,-1,/,0.4
COc1ccc(CC(=O)NC(C)CCc2ccccc2)cc1 (stereo unspecified),0.9,-1.0,-0.4,2,?,-1.0,-1,/,-1.1
COc1cc(/C=C/C(=O)Nc2ccc(S(=O)(=O)Nc3ncccn3)cc2)ccc1OCC#N,1.0,-10,i,31,-3,/,-1,-0.7,-0.7
Cc1cc(C(=O)NN=C2C3CC4CC(C3)CC2C4)c2ccccc2n1,/,-2.7,-2.2,2,0,-3.4,0,0.0,-0.1
Cc1ccc(Cl)cc1N1CCN(C(=S)NCc2ccco2)CC1,0.1,-4.9,i,-2,2,0.1,-3,/,?
CCCCNC(=O)c1[nH]c(C)c(C(C)=O)c1C,0.1,-1.1,i,-5,1,5.0,1,/,0.5
Cc1ccccc1Nc1nnc(SCC(=O)c2c(N)n(C3CC3)c(=O)[nH]c2=O)s1,1.7,0.3,i,4,9,/,-2,-0.6,-0.3
COc1ccccc1OCC(=O)Nc1ccc(O)cc1C(=O)O,/,-0.4,6.2,-2,-3,2.4,6,-2.3,-0.6

Next results follow:
structure,TcdB GH inh,FadD28 FP inh,BH1578 lux ind,GDH-TPI counter,Yp Topo-I inh,Mtb UGM inh,Mtb FBA inh,Mtb BioA inh,PfHsp40 rescue
NC(=O)C1CCN(CC(=O)Nc2ccc3c(c2)OCO3)CC1,-1.1,0.3,i,12,6,/,4,0.3,/
COc1ccc(CCC(=O)Nc2cc3c4c(c2)CCC(=O)N4CCC3)cc1,1.6,1.0,-4.8,10,1,0.1,-2,-0.1,1.5
COc1ccc(S(=O)(=O)N2CCCC2CNC(=O)C(=O)Nc2ccc(F)cc2)cc1 (stereo unspecified),2.2,-5.0,-1.4,-8,10,-0.6,-1,/,-0.6
CCCCCn1c(=O)c(C(=O)NCCc2ccccc2)c(O)c2ccccc21,0.6,0.2,i,13,0,0.0,1,-1.7,-1.9
S=C(NCc1ccccc1)NCC1COc2ccccc2O1 (stereo unspecified),/,-0.4,i,-2,-9,1.2,5,-0.1,-0.4
O=C(OCc1cc2ccccc2[nH]c1=O)c1ccccc1,/,-5.2,/,-1,13,0.2,2,0.1,0.0
CCOc1ccc(S(N)(=O)=O)cc1-c1nc2c(C(C)(C)C)nn(C)c2c(=O)[nH]1,1.6,-4.9,i,8,-8,1.9,0,-0.3,0.0
Cc1cc(CN2CCC(n3nccc3NC(=O)c3ccccc3Cl)CC2)cc(C)c1O,0.3,1.0,-12,6,-5,-0.3,5,0.7,-1.8
O=C(NOCc1ccccc1)c1cccc([N+](=O)[O-])c1,5.3,-4.7,i,-2,-8,/,1,-1.1,1.6
O=C(Cn1cc(C(F)(F)F)ccc1=O)N/N=C/c1ccc(Cl)cc1Cl,/,-3.3,0.6,12,-1,-2.5,4,-1.0,-2.0
Cc1ccc(NC2=C([N+](=O)[O-])CS(=O)(=O)C2)cc1,/,0.4,i,17,15,0.4,0,/,1.2
NC(=O)c1c(Nc2nc3c(F)cccc3s2)sc2c1CCCC2,/,-2.4,-0.2,12,12,0.7,14,/,8.4
COc1ccc(N2C(=O)CC(NC3CC3)C2=O)cc1 (stereo unspecified),/,-3.8,1.7,-12,4,-1.9,1,-0.5,-1.0
COCCCNC(=O)C1C2C=CC3(CN(Cc4ccc(C)cc4)C(=O)C13)O2 (stereo unspecified),1.0,0.5,-0.4,7,-5,0.5,1,-2.0,0.8
COc1cccc(-c2sc3ccccc3c2-c2ccc(OCCN3CCOCC3)cc2)c1,-0.5,-6.3,-11,9,17,3.5,1,-1.6,10
COc1cc(OC)cc(C(=O)N[C@H](C(=O)Nc2ccc(NC(C)=O)cc2)C(C)C)c1,-0.3,-0.1,-2.4,-3,-3,0.1,-1,-0.5,0.1
O=C(COc1cc2oc(=O)c3c(c2cc1Cl)CCC3)NCCN1CCOCC1,0.2,-3.2,-0.4,1,4,2.6,3,3.5,1.3
Cc1ccc(NC(=O)CN2C(=O)CC(C)S(=O)(=O)c3ccccc32)cc1 (stereo unspecified),1.2,-3.7,i,-1,0,-0.7,0,-1.5,0.1
O=C(CC1C(=O)NCCN1Cc1ccoc1)NCc1cccc(OC(F)(F)F)c1 (stereo unspecified),1.7,-4.2,i,9,1,1.3,2,1.1,0.2
COc1cc(C(=O)/C=C/c2cccnc2)ccc1O,-0.8,-1.8,-0.7,15,0,3.5,-5,/,-0.6
Cc1ccc(NC(=S)NC(C)CCc2ccccc2)cc1C (stereo unspecified),0.5,-3.8,-4.5,6,0,-0.8,1,/,?
CNc1ccc2ncc(-c3ccc(OC)c(OC)c3)n2n1,-0.6,-3.8,i,17,-12,/,44*,-1.8,/
COc1ccc(CNC(=O)COc2ccc(S(=O)(=O)N3CCOCC3)cc2C)cc1,-0.7,-3.8,-0.4,-9,7,1.8,-1,2.6,0.7
Cc1sc2ncn(CC(=O)NCCCOC(C)C)c(=O)c2c1S(=O)(=O)N1CCN(c2ncccn2)CC1,1.1,-3.1,i,13,9,0.1,2,/,-1.1
COc1cccc(/C=N/Nc2ccc(S(=O)(=O)O)cc2)c1O,/,-0.9,1.0,13,-5,-2.4,4,-1.2,0.4
O=C(NCC(=O)N1CCN(c2ccc(C(F)(F)F)cn2)CC1)c1ccc(Br)o1,1.4,-4.4,i,-5,3,-1.3,6,0.8,-0.5
COc1ccc(C2(C)NC(=O)N(CC(=O)c3cc(C)n(C4CC4)c3C)C2=O)cc1 (stereo unspecified),-0.1,-0.9,-3.1,4,7,-2.2,-2,-2.5,1.6

A second format for some results above:
> Cc1ccc(NC(=O)CN2C(=O)CC(C)S(=O)(=O)c3ccccc32)cc1 (stereo unspecified)
  TcdB GH inh = 1.2	FadD28 FP inh = -3.7	BH1578 lux ind = i	GDH-TPI counter = -1	Yp Topo-I inh = 0	Mtb UGM inh = -0.7	Mtb FBA inh = 0	Mtb BioA inh = -1.5	PfHsp40 rescue = 0.1

> O=C(CC1C(=O)NCCN1Cc1ccoc1)NCc1cccc(OC(F)(F)F)c1 (stereo unspecified)
  TcdB GH inh = 1.7	FadD28 FP inh = -4.2	BH1578 lux ind = i	GDH-TPI counter = 9	Yp Topo-I inh = 1	Mtb UGM inh = 1.3	Mtb FBA inh = 2	Mtb BioA inh = 1.1	PfHsp40 rescue = 0.2

Screening data as filed in PubChem.
